N370S GC: inhibitors or activators of N370S glucocerebrosidase for Gaucher disease. AID 2101. Potency, µM (highest dose often 59.4 µM), inactives show at the highest dose activity change, negative = inhibition, usual class: inhibitors. 330,000 compounds, 0.092% hits. P04062. N370S GC spleen homogenate, 4MU-glucoside fluorescence;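 further: 0% = full enzyme activity and -100% = no enzyme basal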
FEN1 inh: human FEN1 inhibition; Recombinant FEN1 flap cleavage, fluorescence, 15 min; Potency, µM (top dose mostly 114 µM), without a hit: at the highest dose activity change, negative = inhibition, actives largely listed as inhibitors; 390,000 compounds, 0.35% hits; AID 588795; further: nearly all actives have a fitted effect of over 65% in size
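FEN1 at 10 nM preincubated with compounds 15 min at room temperature, then flap DNA substrate added at 50 nM final. Signal read at 0 and 15 min; concentration-response fitted with four-parameter Hill equation.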
GCN5L2 inh: inhibitors of human GCN5L2 histone acetyltransferase. Q92830. GCN5L2 HAT assay, ThioGlo1 CoA-SH fluorescence. Potency, µM (highest dose often 58.9 µM), for inactives: at the highest dose activity change, negative = inhibition, most hits filed as inhibitors. 390,000 compounds, 0.21% hits. AID 504327
Target sequence (Q92830 whole entry, looked up): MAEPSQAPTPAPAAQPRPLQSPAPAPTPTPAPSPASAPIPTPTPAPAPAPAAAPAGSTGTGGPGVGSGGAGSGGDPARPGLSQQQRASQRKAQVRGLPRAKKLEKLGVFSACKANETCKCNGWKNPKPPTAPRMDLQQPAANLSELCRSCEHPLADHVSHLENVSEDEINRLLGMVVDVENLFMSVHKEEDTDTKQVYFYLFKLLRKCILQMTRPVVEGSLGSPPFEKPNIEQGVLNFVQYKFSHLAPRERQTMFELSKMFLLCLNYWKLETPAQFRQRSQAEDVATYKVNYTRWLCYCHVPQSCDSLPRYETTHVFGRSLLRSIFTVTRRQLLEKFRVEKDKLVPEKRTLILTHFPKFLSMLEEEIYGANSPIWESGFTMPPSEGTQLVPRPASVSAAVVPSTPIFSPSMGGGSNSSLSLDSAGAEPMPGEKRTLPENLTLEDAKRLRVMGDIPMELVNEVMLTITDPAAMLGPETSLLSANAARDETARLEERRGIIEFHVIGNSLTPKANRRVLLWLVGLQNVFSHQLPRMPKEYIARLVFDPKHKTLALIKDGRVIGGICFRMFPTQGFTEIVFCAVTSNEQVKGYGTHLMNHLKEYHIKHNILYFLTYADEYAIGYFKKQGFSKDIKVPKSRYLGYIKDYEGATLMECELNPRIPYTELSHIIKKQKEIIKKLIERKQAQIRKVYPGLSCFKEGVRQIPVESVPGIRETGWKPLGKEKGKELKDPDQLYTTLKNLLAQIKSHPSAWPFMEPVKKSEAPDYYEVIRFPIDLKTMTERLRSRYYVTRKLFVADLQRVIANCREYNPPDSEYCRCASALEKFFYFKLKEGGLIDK
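Preincubate 20nM GCN5L2 with compound 15 min, RT → add 50uM ThioGlo1 + 75uM H3(1-25) + 70uM acetyl-CoA → read fluorescence 0 and 20 min. Primary qHTS; fluorescent artifacts likely.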
Active calls of the source: *; ? = inconclusive; · = no result given; & = joins results of further samples; [ ] = dose if it differs, or a comment. The call rests on the fitted dose curve; in most records, active means well fitted curve in the direction sought with a large enough effect; inconclusive means small, poorly fitted or top-dose-only effect, or another doubt; inactive means no such curve, though single readings can be large; an effect the other way counts as inactive or inconclusive. Unless noted, on the % scale 0 is the no-effect control and ±100 the full control effect; potency means the concentration at half of the fitted maximal effect. These rows are one share of the data; count on the stated rates, not on these rows.

SMILES	N370S GC	FEN1 inh	GCN5L2 inh
CC1Sc2ccc(S(=O)(=O)CCC(=O)Nc3cc(F)ccc3F)cc2NC1=O (stereo not drawn)	10µM*	17%	2%
CC(=O)c1cccc(NC(=O)c2ccc(S(=O)(=O)N3CCCC3)cc2)c1	-12%	-14%	-3%
CCC(C)NC(=O)COc1ccc(Br)c(C)c1 (stereo not drawn)	3%	-6%	-4%
COCCCn1c(=O)c2sccc2n(Cc2cccc(F)c2)c1=O	-17%	-3%	?
Clc1ccccc1-c1nnc(-c2ccccc2CNc2ccc(Br)cc2)o1	·	3%	-5%
CCOc1ccc(/C=C(\C(=O)O)c2ccc(S(=O)(=O)N3CCOCC3)s2)cc1OC	14%	0%	-14%
COc1ccc(CC(=O)Nc2cc(=O)n(C)c(=O)n2C)cc1	-7%	-2%	-7%
CC(C)CCNC(=O)C1CCN(C(=O)c2cc3sccc3n2Cc2ccc(Cl)cc2)CC1	·	3%	-7%
CC(C)CC(=O)NC(NC(=S)Nc1ccccc1)C(Cl)(Cl)Cl (stereo not drawn)	-1%	3%	1%
C=CCn1c(SCC(=O)NCc2cccs2)nnc1C1CCCCC1	6%	0%	-8%
Cc1ccc(-n2c(SCC(=O)Nc3cc(C)on3)nc3c([nH]c4ccccc43)c2=O)cc1	7%	24%	-3%
Cc1c(NC(=O)C(C)Oc2ccccc2F)c(=O)n(-c2ccccc2)n1C (stereo not drawn)	-9%	1%	-4%
N[C@@H](Cn1cc(F)c(=O)[nH]c1=O)C(=O)O	-6%	·	-8%
O=C(Nc1ccccc1)c1ccc(NCCc2ccccc2)c([N+](=O)[O-])c1	9%	0%	71%[activator]
CC(=O)C1=C(c2ccccc2)NC(=O)NC1c1ccccc1OCC#N (stereo not drawn)	0%	-15%	3%
COc1cc(S(=O)(=O)N2CCCCCC2)ccc1Cl	30%	10%	-8%
NC(C(=O)O)C(c1ccccc1)C(F)F (stereo not drawn)	-4%	-12%	-2%
COc1ccc(OC)c(/C=N/NC(=O)CC2C(=O)NN=C2C)c1 (stereo not drawn)	-5%	-4%	-12%
CCOC(=O)N1CCN(C(=O)C2CCC(CNS(=O)(=O)c3ccccc3)CC2)CC1 (stereo not drawn)	-4%	6%	-3%
COc1ccc(C(O)(c2ccccc2OC)C(CN2CCOCC2)c2ccccc2)cc1 (stereo not drawn)	-12%	-13%	-11%
COc1ccc(-n2c(O)c(/C=N/NS(=O)(=O)c3cc(C)ccc3C)c3ccccc3c2=O)cc1OC	-1%	?	-8%
CCC(C)Sc1ccc([C@H]2N[C@@](C)(C(=O)OC)[C@H]3C(=O)N(CC)C(=O)[C@@H]23)cc1OC (stereo partly drawn)	·	-12%	-5%
Cn1c(=O)[nH]c(=O)c2c1nc(NCCN)n2CCOc1ccccc1	-1%	-6%	-16%
CCc1ccc(NC(=O)Cn2c(=O)oc3cc(S(=O)(=O)NCc4ccccc4)ccc32)cc1	·	5%	-12%
CCC(=O)Nc1ccc(NC(=O)CSc2nc3cc4c(cc3cc2C)CCC4)cc1	14%	-12%	-10%

Carrying on:
SMILES	N370S GC	FEN1 inh	GCN5L2 inh
CC(C)c1ccc(Nc2nnc(SC3CCOC3=O)s2)cc1 (stereo not drawn)	2%	-1%	-1%
Cc1ccc(C)n1-c1nnc(N2CCCC(C(=O)NCc3ccc(F)cc3)C2)s1 (stereo not drawn)	·	-4%	-6%
COc1ccccc1C(=O)Nc1ccc(C(=O)OCc2cc(=O)n3c4c(sc3n2)CCCC4)cc1	·	-1%	5%
COCCn1nnnc1SCC(=O)Nc1ccc2c(c1)OCO2	2%	0%	3%
Cc1nc(C(F)(F)F)c(C(=O)N/N=C(\N)c2ccccn2)s1	-6%	-4%	-6%
COc1cccc(CNc2ncnc3onc(-c4ccc(F)cc4)c23)c1	·	-5%	-15%
Cc1nc2nc(SCC(=O)NCCc3ccc(Cl)cc3)nn2c(C)c1Cc1c(F)cccc1Cl	·	-4%	-9%
COc1ccc(C(=O)NCCSC2CCCCC2)cc1	9%	-1%	-2%
O=C(CCN1C(=O)C2C3C=CC(C3)C2C1=O)N1CCN(c2cccc(Cl)c2)CC1 (stereo not drawn)	-12%	-6%	-8%
NC(=O)NNc1cccc(Cl)n1	-3%	-2%	-18%
CCCCCCn1c(COc2ccccc2F)nnc1SCC(=O)c1c(N)n(C)c(=O)n(C)c1=O	-1%	·	-4%
CCOC(=O)c1c(C)[nH]c(CCC(=O)Nc2ccccc2C(=O)OC)c1C	·	-22%	1%
Cc1ccc(OCC(=O)OCC(=O)c2cccc([N+](=O)[O-])c2)cc1C	-8%	-5%	1%
O=C(COC(=O)CCc1nc2ccccc2c(=O)[nH]1)Nc1ccc(Cl)cn1	27%	1%	-9%
Cc1ccc(NC(=O)/C(=C\c2cccc(Br)c2)NC(=O)c2ccco2)cc1	-5%	-2%	4%
Cc1cc(=O)n2[nH]c(NCc3ccc(F)cc3)nc2n1	·	20%	-5%
O=C(NCC(c1ccco1)N1CCc2ccccc2C1)c1cccc([N+](=O)[O-])c1 (stereo not drawn)	-3%	-7%	-4%
Cc1cccc(NC(=O)Cn2cnc3c(oc4nc5c(cc43)COC(C)(C)C5)c2=O)c1	1%	2%	55%[activator]
O=C(COC(=O)c1ccc([N+](=O)[O-])o1)NC1CCCCC1	·	?	-7%
Cc1cccc(-n2nnc3cnn(C)c3c2=O)c1	-4%	1%	-5%
Cc1cc2c(cc1C)CN(c1ccccc1)C2	3%	-8%	-4%
Cc1cc(=O)[nH]c2c(N=Nc3ccc(O)cc3)c(N)nn12	?	-32%	-21%
O=C(Nc1ccc2c(c1)OCCO2)c1cccc(S(=O)(=O)N2CCOCC2)c1	-2%	-14%	-1%
COc1ccc(Br)cc1CNc1ccc(N2CCOCC2)cc1	-7%	0%	-18%
O=C(CNC(=S)N(Cc1ccc(F)cc1)C1CCCCC1)NCCN1CCOCC1	-8%	-1%	-4%

Sorted by the number under FEN1 inh (largest number first): some entries from above
| molecule | N370S GC | FEN1 inh | GCN5L2 inh |
| --- | --- | --- | --- |
| CC(C)CC(=O)NC(NC(=S)Nc1ccccc1)C(Cl)(Cl)Cl (stereo not drawn) | -1% | 3% | 1% |
| Cc1cccc(-n2nnc3cnn(C)c3c2=O)c1 | -4% | 1% | -5% |
| NC(=O)NNc1cccc(Cl)n1 | -3% | -2% | -18% |

Further results.
SMILES	N370S GC	FEN1 inh	GCN5L2 inh
COc1ccccc1NC(=O)Nc1ccccc1N1CCOCC1	5%	-4%	-3%
COc1cc([N+](=O)[O-])cc(/C=N/NC(=O)c2cccnc2)c1O	-21%	-17%	-20%
Cc1noc(NS(=O)(=O)c2ccc(NC(=O)C(Cl)(Cl)Cl)cc2)c1C	-1%	6%	0%
COc1cccc(N2CCN(c3ccc4nnc(CCC(=O)Nc5cc(C)ccn5)n4n3)CC2)c1	-3%	13%	2%
COC(=O)CSc1nnc(Cc2cc(=O)[nH]c(=O)[nH]2)n1-c1cccc(OC)c1	-1%	-6%	0%
COc1ccc(NC(=O)COc2nsnc2N2CCOCC2)cc1	2%	14%	0%
COc1c(O)cc2oc(-c3ccc(O)cc3)cc(=O)c2c1O	?	-7%	-28%&7%
O=C(CSc1nn(-c2ccc(Cl)cc2)c(=S)s1)NCC1CCCO1 (stereo not drawn)	12%	17%	-15%
CC(=O)N/C(=C\c1cccc([N+](=O)[O-])c1)C(=O)NC(C)C	-4%	-2%	0%
COc1ccc2cc(S(=O)(=O)c3ccccc3F)c(=O)oc2c1	·	0%	-5%
COc1ccc(NC(=O)C2CCN(S(C)(=O)=O)CC2)cc1OC	-2%	2%	-16%
Cc1ccc(NC(=O)c2c(C(F)(F)F)nn(C)c2SCc2ccc(Cl)cc2)cc1C	-1%	-17%	-11%
CCc1cc(-c2n[nH]c(C)c2-c2ccccc2Cl)c(O)cc1OC	-8%	-14%	-1%
COc1ccc(-n2c(C)cc(C(=O)COC(=O)Cc3n[nH]c(=O)c4ccccc34)c2C)cc1	0%	-4%	1%
Cc1nc(C(=O)NC2CC2)sc1C1(C)CC(c2ccccc2)=NO1 (stereo not drawn)	21%	-5%	-18%
O=C(c1ccc(N2CCOCC2)nc1)N1CCOCC1	-2%	-11%	-1%
FC(F)(F)c1ccccc1-c1nc(-c2ccncc2)no1	-4%	3%	-2%
CC1C(=O)N(S(=O)(=O)c2ccc([N+](=O)[O-])cc2)[C@H]1c1ccc2ccccc2c1 (stereo partly drawn)	-4%	-13%	·
O=C(COC(=O)c1ccc([N+](=O)[O-])o1)Nc1ncc(Cl)cc1Cl	·	?	-11%
NC(=O)CN1CCCC1c1ccc2c(c1)OCCO2 (stereo not drawn)	-9%	1%	3%
COc1ccc2nc(N(Cc3cccnc3)C(=O)C3COc4ccccc4O3)sc2c1 (stereo not drawn)	·	-5%	-3%
CCOC(=O)Cn1c(=O)c2c(nc3n2CCN3Cc2ccccc2)n(C)c1=O	-1%	7%	-3%
COc1ccc(C2=NS(=O)(=O)N(C)C(C(=O)Nc3ccc4c(c3)OCO4)=C2)cc1OC	-5%	-20%	-9%
CC(C)Cn1c(O)c(/C=C2\C=NN=C2c2ccccc2)sc1=S	19%	8%	-12%
Cc1ccc(NC2CC(C)NC(=S)N2)cc1 (stereo not drawn)	-3%	-2%	-1%
CCn1c(SCC(=O)NC2CCCCC2)nc2ccccc2c1=O	0%	12%	-4%
CCN1CCN(c2cc(C)c3cc(NC(=O)c4cc(Br)ccc4Cl)ccc3n2)CC1	·	?	0%
O=C1CCCC2=C1C1(CCCC1)N=C(Nc1nc3ccccc3s1)N2	27%	15%	-6%
CCOc1nc(N=C(N)N)nc2c(C)cccc12	-11%	45µM*	-4%
Cc1ccc2oc(-c3cccc(NC(=O)c4cc(-n5cnnc5)ccc4Cl)c3)nc2c1	13%	6%	-12%

A different layout for 20 compounds above.
Compound | N370S GC | FEN1 inh | GCN5L2 inh
COC(=O)CSc1nnc(Cc2cc(=O)[nH]c(=O)[nH]2)n1-c1cccc(OC)c1 | -1% | -6% | 0%
COc1ccc(NC(=O)COc2nsnc2N2CCOCC2)cc1 | 2% | 14% | 0%
COc1c(O)cc2oc(-c3ccc(O)cc3)cc(=O)c2c1O | ? | -7% | -28%&7%
O=C(CSc1nn(-c2ccc(Cl)cc2)c(=S)s1)NCC1CCCO1 (stereo not drawn) | 12% | 17% | -15%
CC(=O)N/C(=C\c1cccc([N+](=O)[O-])c1)C(=O)NC(C)C | -4% | -2% | 0%
COc1ccc2cc(S(=O)(=O)c3ccccc3F)c(=O)oc2c1 | · | 0% | -5%
COc1ccc(NC(=O)C2CCN(S(C)(=O)=O)CC2)cc1OC | -2% | 2% | -16%
Cc1ccc(NC(=O)c2c(C(F)(F)F)nn(C)c2SCc2ccc(Cl)cc2)cc1C | -1% | -17% | -11%
CCc1cc(-c2n[nH]c(C)c2-c2ccccc2Cl)c(O)cc1OC | -8% | -14% | -1%
COc1ccc(-n2c(C)cc(C(=O)COC(=O)Cc3n[nH]c(=O)c4ccccc34)c2C)cc1 | 0% | -4% | 1%
Cc1nc(C(=O)NC2CC2)sc1C1(C)CC(c2ccccc2)=NO1 (stereo not drawn) | 21% | -5% | -18%
O=C(c1ccc(N2CCOCC2)nc1)N1CCOCC1 | -2% | -11% | -1%
FC(F)(F)c1ccccc1-c1nc(-c2ccncc2)no1 | -4% | 3% | -2%
CC1C(=O)N(S(=O)(=O)c2ccc([N+](=O)[O-])cc2)[C@H]1c1ccc2ccccc2c1 (stereo partly drawn) | -4% | -13% | ·
O=C(COC(=O)c1ccc([N+](=O)[O-])o1)Nc1ncc(Cl)cc1Cl | · | ? | -11%
NC(=O)CN1CCCC1c1ccc2c(c1)OCCO2 (stereo not drawn) | -9% | 1% | 3%
COc1ccc2nc(N(Cc3cccnc3)C(=O)C3COc4ccccc4O3)sc2c1 (stereo not drawn) | · | -5% | -3%
CCOC(=O)Cn1c(=O)c2c(nc3n2CCN3Cc2ccccc2)n(C)c1=O | -1% | 7% | -3%
COc1ccc(C2=NS(=O)(=O)N(C)C(C(=O)Nc3ccc4c(c3)OCO4)=C2)cc1OC | -5% | -20% | -9%
CC(C)Cn1c(O)c(/C=C2\C=NN=C2c2ccccc2)sc1=S | 19% | 8% | -12%

Screening data from PubChem.
